Bioassay records: PubChem BioAssay, several laboratories
NR1D1 modulator: Rev-erb alpha (human) modulation. P20393. Rev-erbα–FITC-DNA binding, fluorescence polarization, 90 min. activity, % at 10 µM. 0.79% of 370,000 active;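 active means activity above about 14%, limit read from the data; passing the limit was not always enough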;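 further: 0% = DMSO wells with 35 nM protein and 100% = DMSO wells with 750 nM protein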
Target sequence (P20393 whole entry, looked up): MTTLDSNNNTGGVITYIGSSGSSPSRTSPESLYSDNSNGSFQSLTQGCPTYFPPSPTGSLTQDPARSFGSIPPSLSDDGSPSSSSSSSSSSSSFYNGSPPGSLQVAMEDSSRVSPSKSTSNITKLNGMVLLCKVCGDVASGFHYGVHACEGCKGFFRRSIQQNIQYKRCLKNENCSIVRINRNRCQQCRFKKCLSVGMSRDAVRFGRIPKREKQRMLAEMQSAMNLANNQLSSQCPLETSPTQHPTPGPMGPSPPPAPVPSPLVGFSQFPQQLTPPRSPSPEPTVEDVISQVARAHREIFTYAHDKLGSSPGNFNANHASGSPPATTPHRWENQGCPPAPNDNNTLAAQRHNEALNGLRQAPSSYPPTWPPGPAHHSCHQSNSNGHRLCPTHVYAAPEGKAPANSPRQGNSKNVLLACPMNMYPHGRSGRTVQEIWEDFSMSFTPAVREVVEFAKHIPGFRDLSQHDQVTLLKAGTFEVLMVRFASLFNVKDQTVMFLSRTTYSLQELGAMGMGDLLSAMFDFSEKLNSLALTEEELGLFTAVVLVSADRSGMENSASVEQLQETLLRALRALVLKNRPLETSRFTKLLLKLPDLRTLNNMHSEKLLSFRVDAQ
TCR-CD3 inh: blocks the human TCR-CD3 interaction. TAMRA-labeled TCR probe fluorescence, biochemical. inhibition, % at 9.4 µM. 0.37% of 360,000 active; in the data active means inhibition above about 19%;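 further: recombinant mutant TCR 2C K166C tagged with TAMRA read by polarization; 0% = receptor in buffer alone and 100% = receptor with positive control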
PRMT1 inh: blocks human protein arginine methyltransferase 1. Q99873. AID 652257. recombinant PRMT1, activity-based probe fluorescence polarization. inhibition, % at 2.79 µM. 1.3% of 370,000 active;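 active means inhibition above about 21% made by adding two undisclosed values, limit read from the data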
ABHD4 inh: inhibits mouse alpha/beta hydrolase domain 4. Q8VD66. purified mABHD4, FP-Rh probe fluorescence polarization. inhibition, % at 8.92 µM. 0.54% of 370,000 active;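 active means inhibition exceeding the mean over every tested compound plus 3 SD, cut at about 30% in these data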;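 further: 0% = plate median of compound wells and 100% = S159A mutant with DMSO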
Target sequence (Q8VD66 whole entry, looked up, the tested form may be a part): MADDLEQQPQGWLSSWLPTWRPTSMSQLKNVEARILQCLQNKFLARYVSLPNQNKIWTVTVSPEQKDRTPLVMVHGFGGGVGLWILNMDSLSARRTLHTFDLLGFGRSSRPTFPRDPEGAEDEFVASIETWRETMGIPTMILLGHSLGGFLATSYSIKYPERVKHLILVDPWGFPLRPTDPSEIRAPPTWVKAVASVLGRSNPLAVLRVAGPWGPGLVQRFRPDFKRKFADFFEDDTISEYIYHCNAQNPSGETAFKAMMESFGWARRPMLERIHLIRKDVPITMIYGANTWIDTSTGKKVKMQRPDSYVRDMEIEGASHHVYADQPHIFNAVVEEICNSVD
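Assay system: Wild-type mouse ABHD4 protein | Medium: HEPES pH 7.0 buffer, 150 mM NaCl, 0.01% Pluronic F-127 | Incubation: Enzyme–compound pre-incubation 45 min, then probe 60 min, both 25 °C | Technique: Fluorescence polarization with parallel and perpendicular emission, 525/598 nm | Evaluation: % inhibition of FP-Rh probe binding versus controls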
rCAG RNA binder: molecules binding r(CAG) RNA repeats; AID 651821; 1.3% of 370,000 active; r(CAG) RNA repeat, TO-PRO-1 dye displacement fluorescence; inhibition, % at 3 µM;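 active means inhibition above the plate cutoff, the mean of all test compounds on that plate plus 3 SD, cut at about 35% in these data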;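 further: 0% = DMSO alone and 100% = 100 µM mitoxantrone as full dye displacement; higher means more dye released from RNA so lower well fluorescence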
LEDGF integ inh: blocks HIV-1 LEDGF/p75-dependent DNA integration. TR-FRET IN-LEDGF/p75 DNA integration, Eu/Cy5. inhibition, % at 3.7 µM. 0.64% of 370,000 active. AID 743269;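 active means inhibition above the screen-wide mean plus 3 SD, cut at about 13% in these data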;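 further: signal is the Cy5 over europium emission ratio at 671 and 618 nm; 0% = plate median of compound wells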
PG9 Ab binder: small molecules binding HIV-1 gp120 antibody PG9 | TR-FRET gp120-PG9 antibody binding | inhibition, % at 6.7 µM | 0.43% of 360,000 active | AID 624416; in the data active means inhibition above about 8.5%
UHRF1 MBD2 ctr: blocks human UHRF1 binding to methylated DNA. inhibition, % at 4.4 µM. UHRF1 binding to methylated oligo, TR-FRET. 0.75% of 370,000 active. Q96T88; in the data active means inhibition above about 21%;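 further: UHRF1 SRA domain binding a hemimethylated CpG hairpin DNA probe; 0% = median of test compound wells and 100% = reference inhibitor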
HTRA1 inhibitor: inhibitors of human serine peptidase HTRA1; 0.5% of 340,000 active; inhibition, % at 5.96 µM; Q92743; recombinant HTRA1, FP-rhodamine activity-based probe, fluorescence polarization; AID 504803; in the data active means inhibition above about 36%;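 further: 0% = enzyme with DMSO and 100% = wells lacking enzyme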
MBD2 inh: inhibitors of human MBD2 binding to methylated oligonucleotide; Q9UBB5; TR-FRET; inhibition, % at 4.4 µM; 0.31% of 370,000 active; AID 686964; in the data active means inhibition above about 13%
* hit, by the source's call; · = not tested or not shown.

Start of the data: the first two compounds, to show the layout:
structure,UHRF1 MBD2 ctr,PRMT1 inh,ABHD4 inh,HTRA1 inhibitor,TCR-CD3 inh,rCAG RNA binder,LEDGF integ inh,NR1D1 modulator,PG9 Ab binder,MBD2 inh
CC(=O)c1ccc(NC(=O)C2CCCN(S(=O)(=O)c3ccc(-n4cnnn4)cc3)C2)cc1 (configuration not stated),0,1,0,-2,10,-1,-4,-3,-1.9,0
COc1ccc(NCc2cc(=O)oc3cc(NC(C)=O)ccc23)cc1,0,2,0,-3,-1,8,-6,-2,-3.5,4

Results, previewed entries included:
structure,UHRF1 MBD2 ctr,PRMT1 inh,ABHD4 inh,HTRA1 inhibitor,TCR-CD3 inh,rCAG RNA binder,LEDGF integ inh,NR1D1 modulator,PG9 Ab binder,MBD2 inh
CC(=O)c1ccc(NC(=O)C2CCCN(S(=O)(=O)c3ccc(-n4cnnn4)cc3)C2)cc1 (configuration not stated),0,1,0,-2,10,-1,-4,-3,-1.9,0
COc1ccc(NCc2cc(=O)oc3cc(NC(C)=O)ccc23)cc1,0,2,0,-3,-1,8,-6,-2,-3.5,4
COc1ccc(OC)c(NC(=O)CSc2nc3ccccc3c(=O)n2CCNC(C)=O)c1,3,9,-6,0,-3,-1,3,-3,-1.1,5
CC(C)(C)NCc1ccccc1OCc1cccs1,2,-3,-3,2,-16,3,1,-7,0.7,-5
Cc1ccc(CNC(=O)[C@@H]2CCC(=O)N2Cc2ccco2)cc1,2,-2,3,8,4,-3,0,0,0.7,-2
Cc1cc(C)c(C(N)=O)c(Nc2cccc(Cl)c2)n1,1,0,-1,-7,7,-1,1,7,0.8,3
O=C(Nc1ccc(Cl)c(Cl)c1)N[C@@H]1CC[C@@H](CCn2cc(C3CCCCC3)nn2)O[C@@H]1CO,1,0,-9,·,-2,8,-1,0,0.7,2
O=C(NCc1cccs1)C1CCCN1C(=O)Nc1ccccc1Cl (configuration not stated),6,7,-8,5,-2,0,-5,0,0.0,11
Cc1ccc(CNc2nc(NCC3CC3)nc3ccsc23)c(C)c1,-1,3,22,·,0,2,-5,2,2.0,4
OCCNc1nc(Nc2ccccc2O)nc(N2CCCC2)n1,4,3,-9,-6,-4,9,0,2,0.6,10
CC(C)CCNC(=O)C(c1ccc(O)cc1)N(Cc1ccco1)C(=O)CCC(=O)Nc1nccs1 (configuration not stated),-1,2,-1,2,2,-6,-3,-5,-1.3,0
CCC(OC(=O)c1nsc(Cl)c1Cl)C(=O)NC(C)(C)C (configuration not stated),2,0,-1,-7,9,-5,0,-3,-1.7,-6
Cc1noc(C)c1S(=O)(=O)N1CCCC(C(=O)NCC2CCCO2)C1 (configuration not stated),5,4,-21,4,-2,4,-1,-2,3.5,12
CCCCCN(C(=O)CCC(=O)OCC(=O)c1ccc(CCC)cc1)c1c(N)n(CCCC)c(=O)[nH]c1=O,0,0,7,-7,-3,-4,-2,-2,0.2,6
CC(C)(C)c1ccc(C(=O)CSc2nc3ccccc3c(=O)[nH]2)cc1,1,2,-1,-2,6,2,-2,10,-0.8,-1
Cc1nn(-c2ccccc2)c(Cl)c1C(=O)NNC(=O)c1ccncc1,-1,-3,4,5,3,1,4,1,0.1,-2
CC(C)(C)CC(C)(C)NC(=S)NC1CCN(Cc2ccccc2)CC1,1,4,1,-2,0,-9,-1,5,0.5,10
CC1(C)NC(=O)N(CCCCSc2ccc(Cl)cc2)C1=O,0,-2,-8,1,7,-3,-1,-2,-1.6,1
CCOCCCNC(=O)Cc1ccc(-n2c(CC)nc3cccnc32)cc1,5,3,0,6,-10,-3,2,-4,0.9,3
COCCNC(=S)N/N=C(\C)c1cc2ccccc2o1,1,2,2,1,-3,2,-3,5,-1.4,2
Cc1cccc(C(=O)NCc2nnc(SCc3ccc(F)cc3)n2C)c1,3,-1,9,-16,-8,-9,-2,3,4.4,3
O=C(NCC(=O)N1CCCC(C(F)(F)F)C1)c1ccc(Br)o1 (configuration not stated),-1,-1,6,-1,-4,-2,-5,-6,0.4,1
CCOc1ccc(CCNC(=O)c2nnn(CC(=O)Nc3c(C)cc(C)cc3C)c2N)cc1OCC,-1,5,2,0,-6,-4,-1,-1,1.0,-1
COc1cc(C#N)ccc1OCC(=O)N1CCc2ccccc2C1,6,-7,-7,-4,9,-1,-3,-2,-1.7,1
O=C(COC(=O)C1COc2ccccc2O1)Nc1ccc2c(c1)CCC2 (configuration not stated),-1,-1,1,-4,-4,0,1,3,2.6,-2
CCOC(=O)c1cccc(NS(=O)(=O)c2cnc[nH]2)c1,3,-1,-2,5,-7,0,-2,-1,-1.2,-4
Cc1ccc(C(=O)NCC(=O)OCc2nnc(-c3ccccc3)o2)cc1,5,-1,6,2,0,3,1,-1,1.5,-3
COc1ccc(CCNC(=O)CSc2nnc3ccc(-c4ccccn4)nn23)cc1,-2,-3,5,-1,0,-8,-1,-1,-1.3,-3
S=c1[nH]nc(-c2ccco2)n1-c1ccc(Br)cc1,0,-1,4,2,6,5,-3,4,1.2,2
Nc1nc2c(C(=O)N3CCOCC3)nnn2c2ccccc12,-2,2,3,1,7,0,2,0,-1.6,0
Cc1cc(Nc2ccc(N3CCOCC3)cc2)c2cccc(C)c2n1,5,0,-1,3,-1,3,-3,0,0.3,4
CN(C)c1ccc(/C=C2\N=C(C(C)(C)C)OC2=O)cc1,-1,-3,-2,2,0,-5,-7,3,-3.0,1
COc1ccc(CNC(=O)c2ccc3nc(C)c(N(C)Cc4ccc(NC(C)=O)cc4)n3c2)cc1,-3,-6,-4,·,9,3,2,-7,2.4,-5
Cc1cc(NC(=O)CCC(=O)N(c2ccccc2)C(C(=O)NC2CCCC2)c2ccccc2C)no1 (configuration not stated),2,0,6,8,-2,0,-3,0,-0.6,0
O=[N+]([O-])c1ccc(Cl)c(S(=O)(=O)NCC2CCCO2)c1 (configuration not stated),3,3,4,3,0,0,-4,4,1.2,0
CSc1ccccc1NC(=O)COC(=O)c1c[nH]c(=O)[nH]c1=O,-1,-1,3,2,4,0,1,-4,-1.0,2
Cc1ccnc(NC(=O)c2cccc(S(=O)(=O)N3CCCC3)c2)c1,3,1,-12,3,-8,-4,0,-3,-1.0,7
Cc1cccc(/C=N/NC(=O)c2ccccc2OCc2cccc(Br)c2)n1,-5,0,-7,-16,-6,-5,2,-2,-0.2,0
Cc1ccc(N2C(=O)CC(Nc3ccccc3)C2=O)cc1 (configuration not stated),0,-2,-1,3,3,1,6,1,-0.9,-8
COc1ccc(CN2C(=O)c3ccccc3C2C(=O)NCCc2ccccc2)c(OC)c1 (configuration not stated),-2,-5,-5,-11,2,-3,5,3,0.0,-4
COc1ccc(CC(=O)OCC(=O)Nc2cccc(Cl)c2)cc1,0,0,-1,-12,6,-2,2,-4,-2.2,-5
COc1cccc(CNC(=O)CCCn2nc(C)c3c(C)n(-c4ccc(C)cc4)nc3c2=O)c1OC,1,0,7,1,3,-3,3,-3,-0.9,-5
CC(C)CCNCC1OCc2ccccc2CO1,0,-2,5,-6,3,-3,-2,5,-2.1,1
Cn1c(=O)[nH]c(=O)c2c1nc(NCCCO)n2Cc1ccc(F)cc1,0,-3,-7,2,-3,-1,-1,1,0.4,3
CCn1cc(CN2CCC(n3nccc3NC(=O)Cc3ccccc3)CC2)cn1,1,3,2,4,8,-4,0,-2,0.9,3
NC(=O)c1ccc(CN2CCc3ccccc3C2)cc1,-2,-4,-4,7,0,-2,4,3,-2.2,1
COc1cccc(C(=O)COC(=O)C(C)N2C(=O)C3C4C=CC(C4)C3C2=O)c1 (configuration not stated),1,1,3,-1,3,-3,3,-2,0.3,1
COC(=O)c1c(C)[nH]c(C)c1C(C)=O,-2,-10,-3,6,6,6,6,1,-0.6,-2
Nn1cnnc1N/N=C/c1ccc(Cl)cc1Cl,11,5,2,0,-7,-2,48*,-3,1.6,-4
CCCCNC(=O)c1cc(-c2ccc3c(c2)OCO3)on1,-2,0,1,3,7,0,1,7,2.3,2
O=C(C1CCN(S(=O)(=O)c2ccc(Cl)cc2)CC1)N1CCC1,-1,-2,-7,0,5,-2,3,-1,1.8,-6
O=C(Nc1ccnn1C1CCN(Cc2c(F)cccc2Cl)CC1)C1CCCC1,0,-1,4,-6,2,-3,3,-3,-2.6,-5
CC(=O)COC(=O)c1cccc(N2C(=O)C3C4C=CC(C4)C3C2=O)c1 (configuration not stated),-1,2,-6,1,4,0,1,0,-0.8,-7
O=C(CCS(=O)(=O)c1ccccc1)Nc1nncs1,5,2,4,4,-3,-4,-1,2,0.5,0
CCOC(=O)C(CCCCCCP(=O)(c1ccccc1)c1ccccc1)NC(C)=O (configuration not stated),-1,0,-1,2,1,-7,1,8,1.7,4
O=c1oc(CCO)cc2ccc(-c3ccc4[nH]ccc4c3)cc12,0,0,-2,-25,7,7,1,1,-0.9,3
Cc1ccc(CN2CC(C(=O)O)CC2=O)cc1 (configuration not stated),0,5,1,10,6,7,-1,0,1.1,5
O=C(Nc1cccc(-c2cn3cccnc3n2)c1)Nc1ccccc1F,-2,-1,-22,-29,-2,7,-4,2,0.6,0
CC(C)Cn1nc(C(=O)Nc2cccc(S(=O)(=O)N3CCCC3)c2)c2ccccc2c1=O,-5,0,-13,-11,5,3,1,1,-0.8,4
CC(=O)Nc1ccc(CN2C(=O)C(C)ON=C2c2ccccc2-c2ccco2)cc1 (configuration not stated),-3,23*,4,·,2,11,-3,-4,-0.4,-2

(list continues)
structure,UHRF1 MBD2 ctr,PRMT1 inh,ABHD4 inh,HTRA1 inhibitor,TCR-CD3 inh,rCAG RNA binder,LEDGF integ inh,NR1D1 modulator,PG9 Ab binder,MBD2 inh
CC(C)=CC(=O)Nc1ccc(Br)cc1,-8,-2,0,-5,5,1,0,-7,-3.4,-2
COc1ccc(CN(CCN2CCOCC2)C(=O)c2cc(Cl)ccc2F)cc1OC,0,-2,0,·,·,1,1,-3,·,5
FC(F)(F)c1ccc(N2CCN(c3cc(-c4ccccc4)nc4ncnn34)CC2)nc1,-1,0,-4,-7,3,-3,-2,16,1.5,-1
CCOc1ccccc1N/C(=N/c1nc(C)cc(C)n1)NC(=O)Nc1ccc(Cl)c(Cl)c1,4,2,-5,·,·,6,6,4,·,0
CC(C)(C)c1ccc(NC(=O)CSc2n[nH]c(=O)n2C2CC2)cc1,16,3,-3,-6,5,1,-1,-2,1.8,8
CSc1cccc(CN2CCC(CCC(=O)NC3CC3)CC2)c1,0,-2,-1,-21,8,-4,0,-3,-0.5,1
Cc1ccc(S(=O)(=O)N2CCN(CC(=O)NC(=O)NCc3ccccc3)CC2)cc1C,-1,-2,-1,-2,-3,-2,1,3,2.1,1
CCN(CC)CCCN1C(=O)C(O)=C(C(=O)c2ccco2)C1c1ccc(OC(C)C)cc1 (configuration not stated),-4,-1,6,3,3,-2,-2,3,-1.6,-7
CC(=O)N(C)[C@H]1C[C@@H](c2ccccc2)N(C(C)=O)C[C@H]1CO,0,3,8,·,-6,0,-3,3,-1.7,3
CCc1nn(CC(=O)NCCc2ccc(OC)cc2OC)c(=O)c2cc3occc3n12,1,3,-6,-3,-1,-2,-1,-4,-1.4,0
CCN(c1ccccc1)S(=O)(=O)c1ccc2ccccc2c1,1,4,-1,-13,2,3,-1,3,1.8,3

Only part of the results is shown; the hit share may differ from the screen's.
